Source: PubChem (several laboratories)
Rab7 wt GTP bind – modulators of GTP binding to dog Rab7 wildtype GTPase. GST-Rab7 beads, fluorescent GTP binding, flow cytometry; actives lie on both sides; untreated = 100%, excess cold GTP = 0%. GTP binding activity (percent of control), % at 10 µM. 0.055% of 190,000 active. AID 758;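 active means fluorescent GTP binding to Rab7 beads changed by at least 20 points from the 100% baseline, either direction, mostly lower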;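 further: median green fluorescence of bound Bodipy-FL-GTP per Rab7 bead population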
Mcl1 Bid PPI – Mcl-1/Bid interaction inhibition; TR-FRET Mcl-1/Bid-Dy647 peptide binding, 1536-well; Q07820; inhibition, % at 21.7 µM; AID 1021; 0.97% of 220,000 active;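 active means compounds that cut the binding signal by more than half at the single screening dose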;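 further: His-tagged Mcl-1 with europium anti-His antibody binding Bid BH3 peptide; 0% = Mcl-1 plus peptide wells and 100% = peptide-only wells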
Target sequence (Q07820 whole entry, looked up): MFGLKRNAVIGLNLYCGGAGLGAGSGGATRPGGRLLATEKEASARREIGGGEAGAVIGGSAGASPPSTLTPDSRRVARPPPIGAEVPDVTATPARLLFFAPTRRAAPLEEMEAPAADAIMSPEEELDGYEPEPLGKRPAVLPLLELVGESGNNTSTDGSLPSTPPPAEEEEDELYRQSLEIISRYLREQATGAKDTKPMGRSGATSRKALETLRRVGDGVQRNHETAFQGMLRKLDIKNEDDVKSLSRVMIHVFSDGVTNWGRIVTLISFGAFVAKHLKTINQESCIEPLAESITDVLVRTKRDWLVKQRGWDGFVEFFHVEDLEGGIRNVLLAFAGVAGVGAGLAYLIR
Avidin bead fluor – compound fluoresces at 488/530 nm on avidin beads; compound fluorescence 488/530 nm, flow cytometry; active compounds read high; fluorescence (KMESF) at 10 µM; 0.38% of 220,000 active; AID 1775; in the data active means fluorescence above about 47; further: inactives centre near 10
HRas wt GTP – human HRas wildtype GTP binding, change in either direction. P01112. AID 759. GST-Ras wt beads, Bodipy-FL-GTP binding, flow cytometry; actives lie on both sides. GTP binding activity, % at 10 µM. 0.14% of 190,000 active;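 active means GTP binding activity at least 20% away from the 100% baseline, either lowered as inhibitor or raised as activator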;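 further: 0% = unlabeled GTP competition control and 100% = no-compound control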
Target sequence (P01112 whole entry, looked up): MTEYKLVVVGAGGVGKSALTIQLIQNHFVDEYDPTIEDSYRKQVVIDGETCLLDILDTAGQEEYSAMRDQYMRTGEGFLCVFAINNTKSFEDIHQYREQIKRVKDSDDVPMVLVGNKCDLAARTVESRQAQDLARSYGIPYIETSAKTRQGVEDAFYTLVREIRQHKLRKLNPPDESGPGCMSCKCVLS
Rac1 mut GTP – alters GTP binding to activated mutant human Rac1; GST-Rac1 activated beads, fluorescent GTP binding, flow cytometry; actives lie on both sides; 100% means binding = to untreated wells; 0.11% of 190,000 active; P63000; AID 764; percent activity (GTP binding), % at 10 µM;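 active means GTP binding at least 20 percentage points away from the 100% baseline, in either direction, so actives lie on both sides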
Rac1 wt modul – alters GTP binding to wildtype human Rac1; GST-Rac1 beads, fluorescent GTP binding, flow cytometry; actives lie on both sides; 0 = cold GTP competed, 100 = untreated; 0.27% of 190,000 active; GTP binding activity (% of control), % at 10 µM; P63000;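 active means GTP binding activity at least 20 points away from the 100% control level, either lower or higher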
Bim-Mcl-1 – inhibitors of Bim-Mcl-1 interaction, human; AID 1009; inhibition, % at 10 µM; Q07820; 0.1% of 190,000 active; Bead-based flow cytometry, Bim peptide-Mcl-1 binding; in the data active means inhibition above about 40%;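 further: 0% = no compound tracer wells and 100% = peptide blocker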
Rab2A wt mod – changes GTP binding to wildtype dog Rab2A, up or down | P61105 | GTP binding activity, % at 10 µM | 0.19% of 190,000 active | GST-Rab2 wt beads, Bodipy-GTP binding, flow cytometry;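 active means GTP binding activity at least 20 points away from 100%, either lowered or raised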;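 further: 0% = beads with excess unlabeled GTP and 100% = no-compound control corrected for plate trend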
Mcl1-Noxa inh – Mcl-1/Noxa interaction inhibition; TR-FRET Mcl-1/Noxa peptide binding, 2 h; 1.5% of 220,000 active; Q07820; inhibition, % at 21.7 µM;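 active means compounds that cut the protein-peptide binding signal by more than 50% relative to plate controls in a single-dose test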;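 further: His-tagged Mcl-1 with rhodamine Noxa BH3 peptide and terbium anti-His antibody; 0% = Mcl-1 plus Noxa peptide wells and 100% = peptide-only wells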
Cdc42 wt – modulators (inhibitors or activators) of GTP binding to human Cdc42 wildtype; percent activity (GTP binding), % at 10 µM; GST-Cdc42 beads, Bodipy-GTP binding, flow cytometry; actives lie on both sides; AID 761; 0.2% of 190,000 active;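 active means percent activity GTP binding at least 20 points away from the 100% baseline, either down as inhibitor or up as activator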;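 further: median bead fluorescence of bound Bodipy-FL-GTP at 100 nM; 0% = excess unlabeled GTP control and 100% = no compound control; below 100% means less GTP binding so inhibitor and above means activator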
Target sequence (P60953 whole entry, looked up): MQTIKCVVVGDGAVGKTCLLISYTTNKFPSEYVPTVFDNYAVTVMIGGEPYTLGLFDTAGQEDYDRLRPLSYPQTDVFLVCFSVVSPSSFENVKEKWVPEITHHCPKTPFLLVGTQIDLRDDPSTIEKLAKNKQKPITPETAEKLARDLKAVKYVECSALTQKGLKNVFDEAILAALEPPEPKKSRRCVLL
Pf gametocyte – inhibitors of late stage P. falciparum gametocyte viability; 0.065% of 150,000 active; P. falciparum stage V gametocytes, ATP luminescence, 24 h; inhibition, % at 10.9 µM;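 active means inhibition above the mean plus 3 SD of compounds within the control limits, set per campaign, cut at about 38% in these data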;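 further: 0% = DMSO wells and 100% = medium only without gametocytes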
The depositor's hits bear a star.

What do the screens show for `CNS(=O)(=O)c1cccc(C(=O)Nc2cccc(Cl)c2)c1`?
Rab7 wt GTP bind: 103; Mcl1 Bid PPI: 3; Avidin bead fluor: 35; HRas wt GTP: 101; Rac1 mut GTP: 100; Rac1 wt modul: 102; Bim-Mcl-1: 1; Rab2A wt mod: 101; Mcl1-Noxa inh: 14; Cdc42 wt: 102

What do the screens show for `CCn1cc(SCC(=O)Nc2cc(C)on2)c2ccccc21`?
Rab7 wt GTP bind: 97; Mcl1 Bid PPI: 38; Avidin bead fluor: 9; HRas wt GTP: 97; Rac1 mut GTP: 99; Rac1 wt modul: 100; Bim-Mcl-1: 0; Rab2A wt mod: 95; Mcl1-Noxa inh: 13; Cdc42 wt: 101

How did COc1ccc(OC)c(CNC(=O)C2CCCN(C(=O)N(C)C)C2)c1 (centres undefined) do in these assays?
Rab7 wt GTP bind: 97; Mcl1 Bid PPI: -12; Avidin bead fluor: 38; HRas wt GTP: 97; Rac1 mut GTP: 95; Rac1 wt modul: 97; Bim-Mcl-1: 2; Rab2A wt mod: 97; Mcl1-Noxa inh: -7; Cdc42 wt: 97

How did Nc1nc(CN2CCCCCC2)nc(Nc2ccccc2)n1 do in these assays?
Rab7 wt GTP bind: 104; Mcl1 Bid PPI: -21; Avidin bead fluor: 16; HRas wt GTP: 103; Rac1 mut GTP: 98; Rac1 wt modul: 104; Bim-Mcl-1: 0; Rab2A wt mod: 102; Mcl1-Noxa inh: -27; Cdc42 wt: 103; Pf gametocyte: -26

How did O=C1C=C(c2cccs2)C[C@H](c2ccccc2)[C@H]1n1nnc([N+](=O)[O-])n1 do in these assays?
Rab7 wt GTP bind: 95; Mcl1 Bid PPI: -7; Avidin bead fluor: 2; HRas wt GTP: 100; Rac1 mut GTP: 101; Rac1 wt modul: 103; Bim-Mcl-1: -6; Rab2A wt mod: 99; Mcl1-Noxa inh: 17; Cdc42 wt: 101; Pf gametocyte: -1

What do the screens show for `Cc1ccccc1NC(=O)N1CCCC1C(=O)NCc1cccs1` (centres undefined)?
Rab7 wt GTP bind: 99; Mcl1 Bid PPI: -13; Avidin bead fluor: 5; HRas wt GTP: 98; Rac1 mut GTP: 98; Rac1 wt modul: 101; Bim-Mcl-1: 1; Rab2A wt mod: 98; Mcl1-Noxa inh: -4; Cdc42 wt: 100

How did CN1CCN(C(=O)c2ccc(N(Cc3ccccc3Cl)S(C)(=O)=O)cc2)CC1 do in these assays?
Rab7 wt GTP bind: 99; Mcl1 Bid PPI: -9; Avidin bead fluor: 17; HRas wt GTP: 99; Rac1 mut GTP: 97; Rac1 wt modul: 99; Bim-Mcl-1: 0; Rab2A wt mod: 100; Mcl1-Noxa inh: 7; Cdc42 wt: 98; Pf gametocyte: 20

Results for CCc1ccccc1OCC(=O)N(CC)CC(=O)NCc1ccc(F)cc1 ?
Rab7 wt GTP bind: 99; Mcl1 Bid PPI: 6; Avidin bead fluor: 20; HRas wt GTP: 99; Rac1 mut GTP: 99; Rac1 wt modul: 106; Bim-Mcl-1: -6; Rab2A wt mod: 98; Mcl1-Noxa inh: 12; Cdc42 wt: 100; Pf gametocyte: 12

Results for COCC(C)NCc1ccccc1C (centres undefined) ?
Rab7 wt GTP bind: 99; Mcl1 Bid PPI: 8; Avidin bead fluor: 9; HRas wt GTP: 101; Rac1 mut GTP: 98; Rac1 wt modul: 102; Bim-Mcl-1: 0; Rab2A wt mod: 100; Mcl1-Noxa inh: 9; Cdc42 wt: 101

How did CS(=O)(=O)c1cnc(-c2cccnc2)nc1N do in these assays?
Rab7 wt GTP bind: 103; Mcl1 Bid PPI: 10; Avidin bead fluor: 11; HRas wt GTP: 101; Rac1 mut GTP: 98; Rac1 wt modul: 104; Bim-Mcl-1: 0; Rab2A wt mod: 101; Mcl1-Noxa inh: 15; Cdc42 wt: 99; Pf gametocyte: 3

Looked up one by one from the entries so far, 2 records:
Results for COCC(C)NCc1ccccc1C (centres undefined) ?
Rab7 wt GTP bind: 99; Mcl1 Bid PPI: 8; Avidin bead fluor: 9; HRas wt GTP: 101; Rac1 mut GTP: 98; Rac1 wt modul: 102; Bim-Mcl-1: 0; Rab2A wt mod: 100; Mcl1-Noxa inh: 9; Cdc42 wt: 101

How did O=C1C=C(c2cccs2)C[C@H](c2ccccc2)[C@H]1n1nnc([N+](=O)[O-])n1 do in these assays?
Rab7 wt GTP bind: 95; Mcl1 Bid PPI: -7; Avidin bead fluor: 2; HRas wt GTP: 100; Rac1 mut GTP: 101; Rac1 wt modul: 103; Bim-Mcl-1: -6; Rab2A wt mod: 99; Mcl1-Noxa inh: 17; Cdc42 wt: 101; Pf gametocyte: -1

Next part
Results for CC12CCC(C(=O)Nc3cccc(NC(=O)C45CCC(C)(C(=O)O4)C5(C)C)n3)(OC1=O)C2(C)C ?
Rab7 wt GTP bind: 105; Mcl1 Bid PPI: -11; Avidin bead fluor: 7; HRas wt GTP: 106; Rac1 mut GTP: 99; Rac1 wt modul: 102; Bim-Mcl-1: 0; Rab2A wt mod: 106; Mcl1-Noxa inh: 11; Cdc42 wt: 106; Pf gametocyte: 20

Results for O=C(NCc1cccnc1)c1ccc(COc2ccc(Cl)cc2)cc1 ?
Rab7 wt GTP bind: 98; Mcl1 Bid PPI: -29; Avidin bead fluor: 11; HRas wt GTP: 94; Rac1 mut GTP: 96; Rac1 wt modul: 95; Bim-Mcl-1: 0; Rab2A wt mod: 95; Mcl1-Noxa inh: 9; Cdc42 wt: 95; Pf gametocyte: 7

Results for N#Cc1c(-c2ccccc2)ccn(Cc2cccc(Cl)c2)c1=O ?
Rab7 wt GTP bind: 100; Mcl1 Bid PPI: 18; Avidin bead fluor: 7; HRas wt GTP: 100; Rac1 mut GTP: 100; Rac1 wt modul: 101; Bim-Mcl-1: -1; Rab2A wt mod: 99; Mcl1-Noxa inh: -17; Cdc42 wt: 102; Pf gametocyte: 4

How did O=C1OC(NCc2cccnc2)(c2ccc(Cl)cc2)c2ccccc21 (centres undefined) do in these assays?
Rab7 wt GTP bind: 95; Mcl1 Bid PPI: -12; Avidin bead fluor: 5; HRas wt GTP: 93; Rac1 mut GTP: 93; Rac1 wt modul: 95; Bim-Mcl-1: -4; Rab2A wt mod: 95; Mcl1-Noxa inh: -14; Cdc42 wt: 97; Pf gametocyte: 6

Results for CN(C)c1ccc(CNC2CC(C)(C)NC(C)(C)C2)cc1 ?
Rab7 wt GTP bind: 102; Mcl1 Bid PPI: -52; Avidin bead fluor: 15; HRas wt GTP: 104; Rac1 mut GTP: 99; Rac1 wt modul: 107; Bim-Mcl-1: 0; Rab2A wt mod: 103; Mcl1-Noxa inh: 17; Cdc42 wt: 105

What do the screens show for `COc1ccc(C2CCCN2C(=O)Nc2ccc(F)cc2)cc1OC` (centres undefined)?
Rab7 wt GTP bind: 103; Mcl1 Bid PPI: -9; Avidin bead fluor: 6; HRas wt GTP: 99; Rac1 mut GTP: 95; Rac1 wt modul: 105; Bim-Mcl-1: 0; Rab2A wt mod: 98; Mcl1-Noxa inh: 6; Cdc42 wt: 99

Results for Cc1ccc(NC(=O)C(C)[n+]2ccccc2)cc1[N+](=O)[O-] (centres undefined) ?
Rab7 wt GTP bind: 98; Mcl1 Bid PPI: 0; Avidin bead fluor: 7; HRas wt GTP: 99; Rac1 mut GTP: 100; Rac1 wt modul: 101; Bim-Mcl-1: -2; Rab2A wt mod: 100; Mcl1-Noxa inh: 2; Cdc42 wt: 102; Pf gametocyte: -1

What do the screens show for `Cc1ccc(OCC(=O)NNC(=O)c2cccnc2)cc1`?
Rab7 wt GTP bind: 100; Mcl1 Bid PPI: -23; Avidin bead fluor: 8; HRas wt GTP: 100; Rac1 mut GTP: 98; Rac1 wt modul: 109; Bim-Mcl-1: 2; Rab2A wt mod: 101; Mcl1-Noxa inh: 11; Cdc42 wt: 102

What do the screens show for `CCCCC(c1nnnn1C1CCCC1)N1CCN(C2CCCCC2)CC1` (centres undefined)?
Rab7 wt GTP bind: 99; Mcl1 Bid PPI: -4; Avidin bead fluor: 21; HRas wt GTP: 103; Rac1 mut GTP: 102; Rac1 wt modul: 109; Bim-Mcl-1: -3; Rab2A wt mod: 101; Mcl1-Noxa inh: 5; Cdc42 wt: 105; Pf gametocyte: 14

What do the screens show for `C#CCOCCOCCOCCNc1nc(N2CCN(C(=O)[C@H](CCC(=O)O)n3cc(C(N)Cc4ccc(O)cc4)nn3)CC2)nc(N2CCN(C(=O)[C@H](Cc3cc4ccccc4[nH]3)n3cc(C(N)[C@H](C)CC)nn3)CC2)n1` (some centres undefined)?
Rab7 wt GTP bind: 98; Mcl1 Bid PPI: 40; Avidin bead fluor: 5; HRas wt GTP: 96; Rac1 mut GTP: 99; Rac1 wt modul: 100; Bim-Mcl-1: -2; Rab2A wt mod: 97; Mcl1-Noxa inh: 31; Cdc42 wt: 98

How did O=C(NCc1ccco1)c1cc(-c2ccncc2)nc2ccccc12 do in these assays?
Rab7 wt GTP bind: 102; Mcl1 Bid PPI: -14; Avidin bead fluor: 25; HRas wt GTP: 102; Rac1 mut GTP: 99; Rac1 wt modul: 105; Bim-Mcl-1: 0; Rab2A wt mod: 99; Mcl1-Noxa inh: 3; Cdc42 wt: 99; Pf gametocyte: 21

Results for COc1cc(C(=O)Sc2ccc(Cl)cc2)cc(OC)c1OC ?
Rab7 wt GTP bind: 96; Mcl1 Bid PPI: 0; Avidin bead fluor: 14; HRas wt GTP: 99; Rac1 mut GTP: 92; Rac1 wt modul: 95; Bim-Mcl-1: -3; Rab2A wt mod: 95; Mcl1-Noxa inh: 7; Cdc42 wt: 97; Pf gametocyte: 17

How did Cc1cccc(N=C2NC(=O)CS2)c1C do in these assays?
Rab7 wt GTP bind: 95; Mcl1 Bid PPI: -21; Avidin bead fluor: 7; HRas wt GTP: 96; Rac1 mut GTP: 98; Rac1 wt modul: 100; Bim-Mcl-1: 0; Rab2A wt mod: 99; Mcl1-Noxa inh: 11; Cdc42 wt: 101; Pf gametocyte: -1

Results for CS(=O)(=O)c1ccc(Cl)c(NC(=O)Cc2ccccc2F)c1 ?
Rab7 wt GTP bind: 102; Mcl1 Bid PPI: -1; Avidin bead fluor: 5; HRas wt GTP: 96; Rac1 mut GTP: 96; Rac1 wt modul: 101; Bim-Mcl-1: -3; Rab2A wt mod: 97; Mcl1-Noxa inh: -21; Cdc42 wt: 94; Pf gametocyte: 6

How did CC(=O)Nc1ccc(/C(C)=N/Nc2nc(N3CCOCC3)nc(N3CCOCC3)n2)cc1 do in these assays?
Rab7 wt GTP bind: 95; Mcl1 Bid PPI: -8; Avidin bead fluor: 22; HRas wt GTP: 97; Rac1 mut GTP: 97; Rac1 wt modul: 100; Bim-Mcl-1: -2; Rab2A wt mod: 98; Mcl1-Noxa inh: 16; Cdc42 wt: 98; Pf gametocyte: 11
